FBPA Giardia inh – blocks Giardia fructose-bisphosphate aldolase activity | purified Giardia FBPA | 0.71% of 290,000 active | Potency, µM (doses to about 59.6 µM), without a hit: at the top dose activity, negative = inhibition, hits mostly inhibitors; note: potency is the fitted concentration of half-maximal effect; nearly all actives have a fitted effect of over 55% in size
Target sequence (A8B2U2 whole entry, looked up): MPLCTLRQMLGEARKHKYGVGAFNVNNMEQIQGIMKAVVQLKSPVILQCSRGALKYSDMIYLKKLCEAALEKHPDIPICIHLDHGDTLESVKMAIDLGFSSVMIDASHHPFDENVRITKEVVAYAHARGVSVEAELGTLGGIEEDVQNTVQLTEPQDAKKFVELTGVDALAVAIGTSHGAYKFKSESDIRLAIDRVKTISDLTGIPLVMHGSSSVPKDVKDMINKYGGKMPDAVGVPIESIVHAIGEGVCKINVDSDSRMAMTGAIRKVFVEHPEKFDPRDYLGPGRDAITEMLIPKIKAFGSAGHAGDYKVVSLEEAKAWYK
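Giardia FBPA (40 nM reagent) was preincubated 10 min at RT with compound (up to 57.5 uM final), then substrate plus GAPDH/TPI/NAD/arsenate coupling system with diaphorase/resazurin was added; resorufin fluorescence (525/598 nm) was read after 20 min.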
HCMV inh – blocks human cytomegalovirus replication; HFF cells, HCMV-luciferase reporter, 72 h; hits give low values; activity change, negative = inhibition, % at 57.5 µM; 4.5% of 410,000 active; AID 1259415; in the data active = activity change below about -60%; inconclusive = no clear call, values can overlap the other calls; inactive = above about -39%
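Luciferase read-out from HCMV-luciferase-infected HFFs (MOI 1 PFU/cell) 72 h post infection at 37C; compounds added after 16 h cell attachment; activity normalized between buffer-only basal and Salinomycin (10uM) inhibitor controls.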
AMA1 RON2 block – inhibitors of Plasmodium falciparum AMA1-RON2 interaction. Potency, µM (highest dose often 58.2 µM), for the others: at the top dose activity change, negative = inhibition, most hits filed as inhibitors. 0.2% of 360,000 active. AID 720542. AlphaScreen AMA1-biotinylated RON2 peptide binding;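 note: potency is the fitted concentration of half-maximal effect; 0% = vehicle wells and -100% = peptide control; nearly all actives have a fitted effect of over 45% in size; some results filed as inactive show a strong effect at the top dose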
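AMA1 (3D7) with his tag at 25 nM final met compounds first, then biotinylated RON2 peptide at 25 nM; detection used donor plus acceptor beads, 10 µg/mL apiece, read by AlphaScreen after 30 min at room temperature.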
AmpC inh detg – blocks E. coli AmpC beta-lactamase in detergent assay | 0.041% of 370,000 active | P00811 | Potency, µM (doses to about 114 µM), inactives show at the highest dose activity change, negative = inhibition, actives largely listed as inhibitors | AmpC hydrolysis of nitrocefin, absorbance 480 nm, 0.01% Triton;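 note: potency is the fitted concentration of half-maximal effect; 0% = no-compound wells and -100% = no-enzyme wells; nearly all actives have a fitted effect of over 25% in size; some results filed as inactive show a strong effect at the top dose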
Target sequence (P00811 whole entry, looked up): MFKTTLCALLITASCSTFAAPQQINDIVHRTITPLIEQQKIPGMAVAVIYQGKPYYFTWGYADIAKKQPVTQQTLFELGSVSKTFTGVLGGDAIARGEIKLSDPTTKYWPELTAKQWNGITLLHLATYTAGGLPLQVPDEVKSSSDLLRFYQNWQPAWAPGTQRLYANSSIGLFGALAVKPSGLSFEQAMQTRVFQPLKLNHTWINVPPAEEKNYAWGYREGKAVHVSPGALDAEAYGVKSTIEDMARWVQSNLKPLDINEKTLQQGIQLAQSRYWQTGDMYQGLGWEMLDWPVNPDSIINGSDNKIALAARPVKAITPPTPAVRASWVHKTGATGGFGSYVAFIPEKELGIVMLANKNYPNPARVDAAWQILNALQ
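20 mM phosphate pH 7.0 + 0.01% (detergent screen) or 0.0001% Triton X-100; 5.3 nM AmpC reagent; cpd preinc 15 min RT; nitrocefin (800 uM stock) to start; A480 q20 s × 4 min; Activity was normalised to no-enzyme and no-compound control wells.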
AmpC inh no detg – AmpC beta-lactamase inhibition without detergent. AID 485341. AmpC nitrocefin hydrolysis, absorbance 480 nm, 0.0001% Triton. P00811. 0.52% of 330,000 active. Potency, µM (series often up to 57.1 µM), for inactives: at the top dose activity change, negative = inhibition, hits mostly inhibitors;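 note: potency is the fitted concentration of half-maximal effect; plate controls were no compound for no effect and no enzyme for full effect; nearly all actives have a fitted effect of over 20% in size; some results filed as inactive show a strong effect at the top dose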
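AmpC (5.3 nM in the dispensed reagent) in 20 mM phosphate pH 7.0 with 0.01% (detergent screen) or 0.0001% Triton X-100 was preincubated with compounds for 15 min at room temperature. Nitrocefin was then added from an 800 uM solution, and hydrolysis was followed at 480 nm.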
Sm TGR inh – blocks Schistosoma mansoni thioredoxin glutathione reductase; purified TGR, DTNB reduction, TNB absorbance 405 nm; 3% of 360,000 active; Potency, µM (doses to about 114 µM), for the others: at the top dose activity change, negative = inhibition, actives largely listed as inhibitors; Q962Y6; note: potency is the fitted concentration of half-maximal effect; nearly all actives have a fitted effect of over 60% in size
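Kinetic colorimetric format: TGR-catalysed, NADPH-driven DTNB reduction monitored via TNB absorbance. Enzyme dispensed at 20 nM; compound exposure 15 min at room temperature before reaction start.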
Active calls of the source: *; u = inconclusive; x = not tested or not shown; & = joins results of further samples; [ ] = dose if it differs, or a comment. Unless noted, calls come from the whole dose curve; as a rule, active = well fitted curve in the direction sought with a large enough effect; inconclusive = small, poorly fitted or top-dose-only effect, or another doubt; inactive = no such curve, though single readings can be large; an effect the other way counts as inactive or inconclusive. Unless noted, % is set by controls: 0 for no effect and ±100 for the full control effect.

SMILES	FBPA Giardia inh	HCMV inh	AMA1 RON2 block	AmpC inh detg	AmpC inh no detg	Sm TGR inh
CC(C)N(C)Cc1nnnn1CC(=O)N(C)Cc1cccc(Cl)c1	-9%	19	-4%	-8%	16%	-25%
CCN(CC)C(=O)CN(C#N)c1nc(C)cc(C)n1	4%	29	9%	-1%	-20%	-23%
CCSc1nc2c(c(=O)[nH]1)C(c1cccnc1)C(C(=O)OC(C)C)=C(C)N2 (centres undefined)	4%	-3	7%	-8%	-34%	-10%
CC[C@@H]1CC=C[C@H]2[C@H]1C(=O)N(Cc1ccccc1)[C@H]2c1ccoc1	-10%	x	14%	3%	-7%	u
O=S(=O)(NC1CC1)c1ccccc1	-4%	34	1%	1%	-12%	-23%
NC(=S)Nc1ccc(Cl)cc1Cl	-5%	-33	-2%	7%	-22%	-25%
COc1ccc(C2/C=C\CNCC(=O)N2Cc2ccc(F)cc2)cc1 (centres undefined)	1%&4%	28	-3%	-1%	1%	40µM*
CCC(C)n1c(SCc2ccc(F)cc2Cl)nc2ccsc2c1=O (centres undefined)	x	-19	x	11%	x	1%
C/C(=N/NC(=O)CNc1ccc(C)cc1)c1ccc(Br)s1	-8%	41	33%[activator]	-8%	-4%	-4%
O=C(OCC(=O)c1ccc(Cl)cc1Cl)c1ccccn1	x	-19	-20%	x	-22%	x
Fc1cc(F)cc(Nc2nc(Cl)nc(NC3CCCC3)n2)c1	x	-6	x	6%	-15%	7%
Cc1ccc(C)c(CSc2nc3ccncc3n2CC(=O)Nc2ccc(C)c(C)c2)c1	1%	x	x	u	u	-12%
Cc1cc2ccccc2n1CCNC(=O)COc1ccccc1	-7%	54	u	u	-9%	-19%
N#C/C(=C(/O)COC(=O)c1ccc(O)cc1)c1nc2ccccc2[nH]1	10µM*	-2	56%[activator]	3%	-36%	-11%
CN(C)S(=O)(=O)c1cccc2c1C(=O)c1ccccc1C2=O	u	-10	-18%	-18%	-1%	25µM*
COC(=O)c1cn(-c2ccccc2)c(=O)c2ccccc12	6%	-38	0%	7%	-21%	18%
Cc1cc(C)n2c(-c3ccccc3Cl)nnc2n1	0%	-6	-4%	u	-20%	1%
c1c(CC2CCCC2)nnn1C[C@H]1CC[C@@H]([C@@H]2CC[C@H](Cn3cc(CC4CCCC4)nn3)O2)O1	8%	-33	-6%	-2%	10%	2%
CCOC(=O)c1c(NC(C)=O)c2c3c(sc2n1Cc1nc(-c2ccccc2Cl)oc1C)CCCC3	x	-20	x	-10%	x	-11%
CC(C)(C)c1nc2scc(-c3ccc(Cl)cc3)c2c(=O)o1	2%	-2	-14%	0%	-29%	-4%

Five compounds drawn at random from those above, as already listed:
SMILES	FBPA Giardia inh	HCMV inh	AMA1 RON2 block	AmpC inh detg	AmpC inh no detg	Sm TGR inh
CN(C)S(=O)(=O)c1cccc2c1C(=O)c1ccccc1C2=O	u	-10	-18%	-18%	-1%	25µM*
C/C(=N/NC(=O)CNc1ccc(C)cc1)c1ccc(Br)s1	-8%	41	33%[activator]	-8%	-4%	-4%
NC(=S)Nc1ccc(Cl)cc1Cl	-5%	-33	-2%	7%	-22%	-25%
CC(C)N(C)Cc1nnnn1CC(=O)N(C)Cc1cccc(Cl)c1	-9%	19	-4%	-8%	16%	-25%
CCC(C)n1c(SCc2ccc(F)cc2Cl)nc2ccsc2c1=O (centres undefined)	x	-19	x	11%	x	1%

Continued:
SMILES	FBPA Giardia inh	HCMV inh	AMA1 RON2 block	AmpC inh detg	AmpC inh no detg	Sm TGR inh
CCOC(=O)N1CCC(O)(c2cc(C)c(C)cc2C)CC1	5%	-20	-2%	u	26%	-8%
CNc1ccc(Br)cc(C(=O)/C=C/c2ccc(OC)cc2OC)c1=O	u	-66*	-24%	u	u	u
Cc1nn(CCCC(=O)Nc2ccccn2)c(C)c1[N+](=O)[O-]	0%	-3	6%	-1%	-9%	-9%
Fc1ccc(-c2cnn3c(-c4ccncc4)ccnc23)cc1	6%	42	18%	0%	-8%	-8%
CCOC(=O)c1cc(-c2c(Cl)cccc2Cl)no1	0%	-17	2%	-3%	-29%	13%
Cc1ccc(NC(=O)C2CCCN(c3nnc(C)c4c(C)n(-c5ccccc5)nc34)C2)cc1Cl (centres undefined)	x	-7	x	-2%	x	-2%
Cc1nc(C2COc3ccccc3O2)sc1C(=O)O (centres undefined)	9%	22	1%	4%	-15%	2%
COc1ccccc1Oc1ccc2c(c1)C(=O)N(c1cccc3ncccc13)C2=O	-1%	-19	0%	-8%	1%	-4%
O=C(N/N=C/c1ccc(-c2ccccc2[N+](=O)[O-])o1)c1cccnc1	u	6	7%	-9%	-33%	u
Cc1ccc(S(=O)(=O)N2CCCCC2)cc1C(=O)NCC1CCCO1 (centres undefined)	x	54	1%	-10%	-1%	8%
COc1ccc(/C=C/C(=O)C2CC2)cc1COc1cccc(C)c1C	-5%	25	-17%	2%	0%	9%
Cc1ccc(S(=O)(=O)N2CCCC2C(=O)NCc2ccco2)cc1 (centres undefined)	2%	u	10%	u	3%	50µM*
CCOc1ccccc1NC(=O)Cn1nnc2sc3c(c2c1=O)CCC(C(C)(C)C)C3 (centres undefined)	x	-7	x	14%	x	5%
Cc1ccc(-n2ccnc2SCC(=O)c2c(N)n(C3CC3)c(=O)[nH]c2=O)cc1C	x	0	-8%	3%	-15%	6%
CCS(=O)(=O)C1=NSC2=NC(=O)/C(=C\c3ccc(OC(=O)c4ccco4)cc3)C(=N)N21	-9%	u	23%	-3%	-31%	4%
O=C(Nc1ccccc1)OCc1cn(-c2ccc(Cl)cc2)nn1	4%	27	-5%	-4%	-23%	2%
CC(CCc1ccccc1)NC(=O)COC(=O)c1ccccc1O (centres undefined)	1%	-13	-5%	3%	-14%	1%
Cc1occc1C(=O)Nc1ccccc1C#N	x	10	22%	-10%	0%	-25%
CCOC(=O)CNC(=S)N(Cc1ccccc1)Cc1cccs1	-2%	-33	-15%	-14%	-14%	-3%
Cc1cccc(NC(=O)CSc2nc3[nH]c(=O)cc(O)c3s2)c1	x	-14	12%	-1%	-43%	-12%
O=C(NC(=S)Nc1ncc(Br)cc1Br)c1ccccc1	6.3µM*	u	70%[activator]	0%	-20%	-10%
COc1ccc(N2CCN(C(CNS(=O)(=O)c3ccccc3)c3ccccc3)CC2)cc1 (centres undefined)	6%	-4	u	-10%	-19%	-10%
Cn1c(=O)c(C(=O)NCc2ccccc2)c(O)c2ccccc21	-6%	101	5%	-5%	50%	4%
COc1cc(NC(=O)NCCn2nnc3cc(S(=O)(=O)N(C)C)ccc32)cc(OC)c1	x	-2	x	-3%	x	-5%
COc1ccccc1NC(=O)C1=C(C)Nc2ncnn2C1c1ccc(C)o1 (centres undefined)	-10%	-9	1%	9%	-4%	u
NC(=O)c1cc[n+](CC(=O)NC(=O)Nc2ccccc2)cc1	x	-2	-7%	2%	-24%	-2%
CCN(CC)c1ccc(/C=N/Nc2nc(C)cc(C)n2)c(O)c1	-25%	-102*	u	-5%	-11%	1%
CCC(C(=O)O)N1C(=O)/C(=C/c2cccn2C)SC1=S (centres undefined)	14%	59	0%	-16%	-12%	-10%
Cc1ccc(C(c2c(C)n(C)n(-c3ccccc3)c2=O)c2c(C)n(C)n(-c3ccccc3)c2=O)s1	4%	-28	60%[activator]	-2%	11%	25µM*
COc1ccccc1NS(=O)(=O)c1cccc(C(=O)NN)c1	-3%	46	36%[activator]	-8%	-37%	-2%
CCc1ccccc1NC(=O)c1cnc2n(c1=O)CCS2	0%	-29	-9%	u	-17%	-3%
CCC(C(=O)OC)n1cnc2c(nnn2-c2cccc(OC)c2)c1=O (centres undefined)	0%	u	-8%	1%	-15%	-11%
CN(C)c1ccc(C2C3CCCc4ccccc4C3=NN2C)cc1 (centres undefined)	0%	4	-6%	7%	-11%	8%
O=C(NC(O)C(=O)c1ccccc1)c1ccccn1 (centres undefined)	-17%	7	3%	2%	-26%	17%
Cc1cccc(NC(=S)N2CCn3cccc3C2c2cccnc2)c1 (centres undefined)	-1%	-36	-3%	-3%	-26%	-31%
O=C(CN1CCN(c2ccc(O)cc2)CC1)Nc1cc(S(=O)(=O)N2CCCCC2)ccc1Cl	-17%	-74*	-26%	-13%	21%	-17%
CCOC(=O)c1nnc(-c2ccccc2)nc1Oc1ccccc1Cl	-11%	-12	-13%	0%	-7%	u
CCn1c(O)c(C=Nc2ccc(N3CCOCC3)c(Br)c2)c(=O)n(CC)c1=S	-12%	36	0%	1%	-14%	-19%
Cc1nn(-c2ccccc2)c(OC(=O)c2ccc(Cl)cc2)c1S(=O)(=O)c1ccccc1	x	18	x	14%	x	6%
Cc1cc(C(=O)Nc2ccc(C(C)C)cc2)c2c(C)nn(-c3ccccc3)c2n1	x	9	x	18%	x	3%

By substructure, the entries above with a COOH group (2)
SMILES	FBPA Giardia inh	HCMV inh	AMA1 RON2 block	AmpC inh detg	AmpC inh no detg	Sm TGR inh
Cc1nc(C2COc3ccccc3O2)sc1C(=O)O (centres undefined)	9%	22	1%	4%	-15%	2%
CCC(C(=O)O)N1C(=O)/C(=C/c2cccn2C)SC1=S (centres undefined)	14%	59	0%	-16%	-12%	-10%

Additional structures:
SMILES	FBPA Giardia inh	HCMV inh	AMA1 RON2 block	AmpC inh detg	AmpC inh no detg	Sm TGR inh
COc1ccc2[nH]c3c(c2c1)CCN1C(=O)C(CC(=O)NCc2cccc(C(F)(F)F)c2)C[C@H](C(=O)N(C(C)C)C(C)C)[C@@]31C (some centres undefined)	x	u	7%	x	-6%	x
CCn1c(NC(=O)c2nn(C)cc2Br)nc2ccccc21	-2%	u	79%[activator]	5%	-15%	-1%
CC(=O)N(Cc1ccc(Br)cc1)c1cccc(C)c1C	9%	u	-12%	-5%	2%[2.29 µM]	-1%
COCCN(C(=O)CSc1n[nH]c(-c2ccccc2)n1)c1c(N)n(CC(C)C)c(=O)[nH]c1=O	x	-14	0%	-10%	-19%	1%
CC(C)=N/N=C1\NC(=O)C(C)S1 (centres undefined)	u	-30	102%[activator]	u	-30%	1%
CCOc1cc(CN2CCC(n3nccc3NC(=O)C3CC3)CC2)ccc1O	0%	0	4%	u	-7%	40µM*
Cc1ccc2nc(NCc3ccco3)c(C=NCc3ccco3)c(=O)n2c1	-9%	u	9%	1%	13%	-26%
Cc1ccc(C(=O)c2cccc(N)c2)cc1C	-9%	-34	-10%	-6%	-27%	-1%
CCN(CC)S(=O)(=O)c1ccc(/C=C/C(=O)Nc2ccc(F)cc2F)cc1	-1%	-69*	1%	u	-15%	-5%
Cc1[nH]c2ccccc2c1C(=O)CN1CCN(C/C=C/c2ccccc2)CC1	-24%	8	10%	3%	43%	u
CCN(CC(=O)NCc1ccc(Cl)cc1)C(=O)CCC(=O)c1ccc(C)cc1	x	-3	-30%	-6%	194%[activator]	-3%
CC(C)c1ccc(NC(=O)c2cccn2-c2nnc(N3CCCCC3)s2)cc1	x	0	x	3%	x	0%
CCOC(=O)c1cccc(NC(=O)c2cc3cc4ccc(C)cc4nc3s2)c1	x	-21	x	1%	x	-3%
Cc1cc(C)cc(N2C(=O)CC(Sc3nnnn3-c3ccccc3)C2=O)c1 (centres undefined)	x	7	24%	-13%	-22%	5µM*
